Source: PubChem BioAssay (NCI)
NCI-60 one-dose screen, 48 h, at 10 µM unless noted. Numbers give growth in % (100 = growth as untreated, 0 = no growth, -100 = all killed).
SNB-75 = SNB-75 CNS cancer. 79,000 compounds, 5% hits
DU-145 = DU-145 prostate cancer. 81,000 compounds, 4.2% hits. AID 1794760
SNB-19 = SNB-19 CNS cancer cells; 81,000 compounds, 2.5% hits; AID 1794751
U251 = U251 CNS tumor cells; 80,000 compounds, 5.4% hits
SF-295 = SF-295 CNS cancer cells; 79,000 compounds, 5.6% hits
PC-3 = PC-3 prostate cancer cells. 80,000 compounds, 3.9% hits. AID 1794754
SF-268 = SF-268 CNS cancer cells; AID 1794759; 82,000 compounds, 3.1% hits
HCC-2998 = HCC-2998 colon cancer; 79,000 compounds, 4.7% hits
SF-539 = SF-539 CNS cancer; 81,000 compounds, 6.8% hits
Active calls of the source: *; nt = no result given; & = joins results of further samples. How the source made its calls: active means growth percent below 10; inactive means the rest. Hits appear at their usual frequency, and some 9.9% of all compounds hit somewhere here.

SMILES	SNB-75	DU-145	SNB-19	U251	SF-295	PC-3	SF-268	HCC-2998	SF-539
O=C(NCCNCc1ccccc1)c1ccccc1	82.4	101.7	101.6	93.5	97.1	101.3	106.5	95.1	93.2
Fc1cccc(COc2cccnc2NC(=S)NCc2ccccc2)c1	86.7	107.5	99.0	98.9	108.5	93.5	105.7	109.7	100.8
CN(C)c1ccc(/C=c2\sc3nc4ccccc4n3c2=O)cc1	105.0	109.6	99.3	101.8	109.0	105.8	108.9	106.5	96.5
Cn1cc(-c2nn3cc(-c4ccc(F)cc4)nc3s2)c2cc(Br)ccc21	69.6	101.4	91.6	90.9	94.5	nt	102.1	103.9	87.6
CCCCCCC(=O)c1cccnc1	102.4	110.7	103.2	105.9	101.5	83.5	104.8	104.1	107.2
O=C1Nc2ccccc2/C1=N/c1n[nH]c(=S)s1	77.9	109.6	101.5	91.9	102.6	91.5	85.6	107.9	96.9
Brc1ccc2ncccc2c1	107.9	107.0	101.4	103.9	101.2	99.4	99.3	98.7	99.5
CN1C(=O)C2(SCC(C(=O)NC(C)(C)CC(C)(C)C)N2C(=O)C2CCCCC2)c2ccccc21 (configuration not stated)	87.9	103.5	86.7	95.3	97.1	82.4	91.8	106.2	83.2
C=C(C[n+]1ccccc1)[C@@H]1CC[C@]2(COC(C)=O)CC[C@]3(C)[C@H](CC[C@@H]4[C@@]5(C)CC[C@H](O)C(C)(C)[C@@H]5CC[C@]43C)[C@@H]12	93.7	111.5	89.6	92.3	102.8	82.3	100.7	105.1	96.1
O=C(Oc1cccc2cccnc12)c1ccc(Cl)cc1	105.7	111.3	100.4	97.0	95.4	97.6	106.4	108.9	93.8
Cc1ccc(C(=O)COc2cccc(/C=C3\Oc4ccc(Cl)cc4C3=O)c2)cc1	97.3	106.3	nt	106.5	113.4	nt	108.7	126.5	99.2
CC1=CC2(C)NC(=O)C(C)C12 (configuration not stated)	99.0	108.9	108.5	106.0	87.9	101.5	101.0	113.9	106.2
O=S(=O)(O)C(O)c1ccncc1 (configuration not stated)	85.4	111.1	95.8	98.5	94.2	94.5	105.7	99.7	101.4
O=C(CCC(=O)N1CCOCC1)OCCCCCCSc1ccc([N+](=O)[O-])c2nonc12	36.4	-91.9*	25.1	-29.8*	-12.5*	3.0*	-9.5*	-69.4*	-88.4*
Cc1ccc(N=Nc2c(S(=O)(=O)O)cc3cc(S(=O)(=O)O)c(N=Nc4ccc([N+](=O)[O-])cc4)c(O)c3c2N)cc1	90.4	110.3	101.8	96.2	101.5	95.2	96.3	93.8	102.2
O=C(NCCNc1nccc(-n2ccc3cccnc32)n1)C1CCCCC1	nt	107.3	100.7	99.6	104.8	100.7	95.9	106.0	101.5
CCN(c1ccccc1)S(=O)(=O)c1ccc(Oc2ccccc2)c(N)c1	80.2&90.7	101.2&104.8	101.9	99.1&102.0	82.0&113.2	81.8&92.2	102.1&112.4	95.9&107.8	102.6&94.3
COc1cc(C2CC(=O)Nc3c(-c4ccc(Cl)cc4)nsc32)cc2c1OCO2 (configuration not stated)	92.7	86.0	110.9	91.1	68.2	78.3	63.4	99.8	83.0
COc1ccc(-n2c(COc3ccc(F)cc3)n[nH]c2=S)cc1	97.7	111.5	106.2	97.4	74.1	154.1	97.8	112.9	101.3
CCOC(=O)c1nnn(Cc2cc(=O)oc3ccc4ccccc4c23)c1C	89.2	106.9	95.7	96.8	107.5	82.3	101.8	110.6	101.4
CCCc1ccccc1-c1cc(-c2ccccc2)on1	71.8	123.6	91.8	94.7	99.6	91.4	107.0	91.4	87.6
Cn1c(SCC(=O)c2ccc(-c3ccccc3)cc2)nc2ccccc2c1=O	92.5	101.6	96.6	105.8	88.8	95.6	102.9	108.8	104.0
CC(CC(=O)c1cc(Cl)ccc1O)CC(C)(C)C (configuration not stated)	72.5	107.3	116.0	102.7	89.9	104.3	96.6	109.5	107.1
CCOC(=O)Nc1cc2c(c(N)n1)N=C(c1ccccc1)CO2	33.5	10.6	37.3	21.8	17.0	29.9	38.4	23.5	1.9*
NS(=O)(=O)c1ccc(N/C=C/C(=O)c2ccc(Cl)cc2)cc1	89.1	102.2	103.4	101.8	96.3	101.4	103.0	110.0	96.8
Cn1cc(-c2nc(N)nnc2-c2c[nH]c3ccc(Br)cc23)c2cc(Br)ccc21	55.8	64.8	43.1	27.9	11.7	20.2	61.3	81.9	43.8
Cc1nc2ccccc2nc1SCc1nnc(Nc2ccccc2)s1	95.5	106.9	93.8	94.6	80.1	98.4	116.6	103.6	99.4
Oc1ccc(CNc2ccccc2)cc1	92.3	99.7	101.6	102.1	99.2	95.7	91.5	104.5	94.7
CCCCCCCOc1cccc(/C=C2/C(=O)N=C3SCCCN32)c1	75.1	55.7	63.4	51.0	75.1	70.4	85.0	95.8	92.7
Nc1ccccc1Cn1c(=O)[nH]c2cnc(Nc3ccc(OCCN4CCOCC4)cc3)nc21	83.6	102.8	104.9	93.5	100.5	85.4	94.6	104.6	90.4
O=C(CN1CCN(c2ncnc3c2cnn3-c2ccccc2)CC1)Oc1ccccc1	108.6	101.9	98.1	97.5	111.7	81.0	91.2	106.7	97.7
COc1ccc(NC(=O)c2ccc3c(c2)NC(=O)[C@@H]2CCCN32)cc1	83.4	88.4	109.8	106.7	101.1	97.6	87.8	104.2	93.5
CCN(CC)CCn1c2ccc(OC)cc2c2sc3cc(OC)ccc3c(=O)c21	85.9	44.9	28.9	20.5	18.9	25.6	38.5	35.7	22.7
O=c1c2cc(F)ccc2sc2c(NCCCNCCO)nc3ccc(F)cc3c12	54.2	37.4	72.6	38.4	98.6	50.6	51.8	1.7*	63.9
CN1CCN(c2ccc(Nc3nc(NCCCNC(=O)c4ccc(Cl)cc4)c4sccc4n3)cc2)CC1	99.5	84.2	104.3	44.6	98.0	61.6	77.0	91.3	18.7
COc1cc(C(C)n2cc(-c3ccccc3)nn2)ccc1OC1CCCCC1 (configuration not stated)	68.1	84.3	68.7	81.0	41.2	69.6	78.2	81.4	65.0
O=C(O)c1ccc(-n2cc(CNc3ccc(F)c(C(F)(F)F)c3)c(-c3ccc(F)cc3)n2)cc1	103.1	93.6	99.5	75.8	83.5	84.8	108.1	85.0	99.9
Cc1nn(-c2ccc(-c3ccccc3)cc2)c2ncnc(N)c12	91.9	101.8	97.6	88.8	99.6	80.8	91.8	103.4	101.6
O[C@@H](c1cc(C(F)(F)F)nc2c(C(F)(F)F)cccc12)[C@H]1CCCCN1	36.6	65.8	54.8	47.7	95.7	49.4	54.7	80.5	85.6
CN(C)c1ccc(/C=C(\C#N)C(=O)c2ccccc2)cc1	nt	103.6	97.4	86.5	101.0	84.1	95.8	83.7	98.7

Random excerpt: 5 entries already listed, in no set order.
SMILES	SNB-75	DU-145	SNB-19	U251	SF-295	PC-3	SF-268	HCC-2998	SF-539
O=C(O)c1ccc(-n2cc(CNc3ccc(F)c(C(F)(F)F)c3)c(-c3ccc(F)cc3)n2)cc1	103.1	93.6	99.5	75.8	83.5	84.8	108.1	85.0	99.9
NS(=O)(=O)c1ccc(N/C=C/C(=O)c2ccc(Cl)cc2)cc1	89.1	102.2	103.4	101.8	96.3	101.4	103.0	110.0	96.8
Cn1cc(-c2nc(N)nnc2-c2c[nH]c3ccc(Br)cc23)c2cc(Br)ccc21	55.8	64.8	43.1	27.9	11.7	20.2	61.3	81.9	43.8
CCCc1ccccc1-c1cc(-c2ccccc2)on1	71.8	123.6	91.8	94.7	99.6	91.4	107.0	91.4	87.6
Cn1c(SCC(=O)c2ccc(-c3ccccc3)cc2)nc2ccccc2c1=O	92.5	101.6	96.6	105.8	88.8	95.6	102.9	108.8	104.0

(next part)
SMILES	SNB-75	DU-145	SNB-19	U251	SF-295	PC-3	SF-268	HCC-2998	SF-539
Cc1cc(=O)[nH]c(NNC(=S)Nc2ccccc2)n1	103.9	106.5	nt	99.6	102.0	99.0	104.8	103.5	103.7
CC(C)C(=O)N1CCCc2ccccc21	89.9	98.4	100.1	105.5	97.5	93.1	93.2	99.1	99.9
COc1ccccc1NC(=O)C1CCC(=O)N1c1ccc(C)cc1 (configuration not stated)	75.7	110.2	97.6	95.9	96.0	100.5	100.3	107.2	92.4
COc1cccc(-c2nc3sccn3c2-c2cccc(S(C)(=O)=O)c2)c1	95.1	110.0	99.2	106.0	94.4	94.7	100.4	94.0	94.3
O=C(Nc1ccc2c(c1)Cc1cc([N+](=O)[O-])ccc1-2)C(F)(F)F	79.4	99.8	94.5	83.4	96.7	86.7	86.7	99.1	75.2
COc1cc(C2C3=C(COC3=O)Nc3cc4c(cc32)OCO4)cc2c1OCO2 (configuration not stated)	42.2	-19.5*	31.0	18.5	5.0*	24.0	20.1	8.4*	-0.1*
CCCCC1(CC)SCC(=O)NC1=O (configuration not stated)	103.5	114.3	111.4	98.3	75.4	96.3	112.2	106.8	96.1
CC(C)(CC(=O)O)c1ccccc1	78.5	115.7&104.0	108.1&108.9	108.2&99.2	103.2	82.4&96.2	106.4&99.2	106.6&111.5	98.9&96.0
O=C1CC[C@@H](C(=O)N[C@H]2CSSC[C@@H](C(=O)N/C=C/c3ccc(O)cc3)NC(=O)[C@H](Cc3ccccc3)NC(=O)[C@@H]3CCCN3C(=O)[C@@H]3CCCN3C2=O)N1	100.0	105.7	94.4	96.2	99.5	87.3	106.8	98.9	96.6
CC1=CC(=O)C2=C(C)CC(OC(=O)c3ccccc3)[C@@H]3[C@H](OC(=O)[C@@H]3C)[C@@H]12 (some centres not stated)	101.3	110.1	104.8	107.7	99.9	87.8	101.9	107.1	98.0
CCCC(/C=C/C(C)C)(C(=O)OCC)C(=O)OCC	93.3	116.0	100.5	101.5	97.7	94.7	102.4	101.7	115.0
COc1ccc(-c2nc(SCC(=O)c3ccccc3OC)[nH]c(=O)c2C#N)cc1	97.8	121.5	97.2	102.8	101.7	96.3	94.8	105.2	94.7
Cc1nc(-c2ccc(Br)cc2)ccc1C(=O)N/N=C/c1ccc([N+](=O)[O-])cc1	67.4	81.2	76.4	73.2	75.7	56.4	77.7	88.6	64.4
CCN1C(=S)N(c2ccccc2)C2NC(=S)N(/N=C/C=C/c3ccccc3OC)C21 (configuration not stated)	-1.0*	7.0*	31.3	3.1*	13.7	30.1	54.5	17.2	-18.3*
Cc1ccc2nc(COc3ccc(C(=O)N/N=C/c4ccc(Cl)cc4)cc3)[nH]c2c1	128.9	101.4	92.6	89.6	103.6	95.5	108.1	103.4	100.1
COc1cc(/C=C2/Oc3cc4occc4c(OC)c3C2=O)ccc1OCC(=O)Nc1ccc(S(=O)(=O)N=C(N)N)cc1	105.9	105.3	99.5	96.6	106.6	103.3	105.4	105.8	110.1
Cc1ccc(NC(=O)/C=C/c2ccc(OCCOc3ccc4c(C)cc(=O)oc4c3)cc2)cc1	94.0	107.3	92.4	99.0	93.3	94.3	103.4	108.3	96.6
COc1cc(-c2nc(-c3ccccc3)[nH]c2-c2ccnc(NCCCNS(=O)(=O)c3cccc(F)c3)n2)ccc1F	112.5	87.1	107.0	95.9	102.0	62.9	89.1	142.4	98.6
O=C1CCCCN1CCCCC#Cc1cccc(C#Cc2cnccn2)c1	76.8	127.4	79.6	98.3	121.8	91.6	87.0	105.8	94.8
C=CCn1c(SCC(=O)N2CCN(c3cc4c(cc3F)c(=O)c(C(=O)O)cn4C3CC3)CC2)nnc1-c1ccc(OC)c(OC)c1	105.5	110.2	94.6	95.5	96.5	94.2	98.7	113.4	102.8

Just SF-295 and SF-268, for some of the entries so far:
structure	SF-295	SF-268
CC1=CC(=O)C2=C(C)CC(OC(=O)c3ccccc3)[C@@H]3[C@H](OC(=O)[C@@H]3C)[C@@H]12 (some centres not stated)	99.9	101.9
CCCC(/C=C/C(C)C)(C(=O)OCC)C(=O)OCC	97.7	102.4

Further records follow:
SMILES	SNB-75	DU-145	SNB-19	U251	SF-295	PC-3	SF-268	HCC-2998	SF-539
CCN(CC)C(=O)Oc1ccc2c(C)cc(=O)oc2c1	68.6	110.7	90.1	102.9	101.5	99.4	101.7	109.1	93.2
CC(C)[C@H](C(=O)O)N1C(=O)c2ccccc2C1=O	81.5	105.0	106.4	97.2	96.5	82.7	102.5	105.9	97.4
O=C(Nc1ccc(Oc2cccc(F)c2)c(Cl)c1)c1ccnnc1	85.4	83.6	81.4	78.0	77.5	71.6	81.1	105.8	92.1
CN(C)C(=S)N/N=C\C=N/NC(=S)N(C)C	64.0	37.4	90.3	42.8	68.8	-18.4*	84.6	80.4	84.6
O=[N+]([O-])c1cccc(-c2nnc3c(/C=C/c4ccc(F)cc4)nc4ccccc4n23)c1	54.1	98.7	92.5	95.9	80.8	102.6	87.5	105.0	66.9
O=S(=O)(c1ccc(Cl)cc1)N(CCO)CCO	110.5	116.5	99.7	94.0	99.5	98.4	109.9	103.4	106.5
O=[N+]([O-])c1cccc(S(=O)(=O)Nc2ccc3[nH]ccc3c2)c1	89.0	103.6	100.5	101.8	104.9	98.4	100.9	110.4	105.6
Fc1ccc(COc2cccc(-c3nc4sccn4c3-c3ccncn3)c2)cc1	88.0	82.1	74.4	69.2	82.5	75.1	74.6	111.6	85.2

A few values from above:
PC-3, CC(C)[C@H](C(=O)O)N1C(=O)c2ccccc2C1=O = 82.7
SNB-19, Fc1ccc(COc2cccc(-c3nc4sccn4c3-c3ccncn3)c2)cc1 = 74.4
